Compound activity deposited in PubChem by several laboratories.
VLA-4 inh: inhibition in a human VLA-4 binding assay; P13612; VLA-4 expressing cells, ligand binding flow cytometry; 330,000 compounds, 0.2% hits; inhibition, % (about 7 µM as worked out from the volumes in the protocol); in the data active = inhibition above about 50%
BCLXL inh: blocks human Bcl-xL binding to Bim BH3 peptide; Q07817; 320,000 compounds, 0.7% hits; AID 2129; inhibition, % at 10.9 µM; GST-Bcl-xL / FITC-Bim BH3 peptide fluorescence polarization;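 active = inhibition above the mean of all tested compounds plus 3 SD, cutoff set per campaign, cut at about 30% in these data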;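 also: 0% = DMSO wells and 100% = unlabeled Bim-BH3 peptide competitor; inhibitors lower millipolarization by displacing the labeled peptide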
Efflux pump inh: antifungal efflux pump inhibition, Nile Red retention; S. cerevisiae Candida pump triplex; inhibition, % at 10 µM; 330,000 compounds, 0.44% hits;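 active = plate passing quality check with inhibition over a set limit, or well fluorescence over plate mean plus 4 SD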;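 also: Nile Red retained in pooled yeast measured as flow cytometry median fluorescence; 0% = buffer negative control and 100% = Enniatin B positive control; higher means more Nile Red kept so more efflux inhibition; some compounds called inactive have numbers as strong as hits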
MCL1 BIM primary: disrupts human MCL1 binding to BIM-BH3 peptide. Q07820. GST-MCL1 / FITC-Bim-BH3 fluorescence polarization. inhibition, % at 10.9 µM. 320,000 compounds, 0.68% hits. AID 2057;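 active = inhibition above the mean inhibition of all tested compounds plus 3 SD, set per campaign, cut at about 40% in these data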;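 also: 0% = DMSO wells and 100% = unlabeled Bim-BH3 peptide control; higher means more loss of mP so more displacement of Bim peptide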
MEX-5 binding: C. elegans MEX-5 TCR-2 RNA binding activity | AID 1832 | activity score (negative = inhibition of binding), % at 10 µM | 300,000 compounds, 0.38% hits | MEX-5/FITC-TCR2 RNA binding, fluorescence polarization; active compounds read low;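 active = inhibition past about -25% in most replicates, and total fluorescence under double the plate's negative control median, limit read from the data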;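 also: 0% = DMSO and -100% = 5 µM competing unlabeled TCR2 RNA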
Target sequence (Q9XUB2 whole entry, looked up): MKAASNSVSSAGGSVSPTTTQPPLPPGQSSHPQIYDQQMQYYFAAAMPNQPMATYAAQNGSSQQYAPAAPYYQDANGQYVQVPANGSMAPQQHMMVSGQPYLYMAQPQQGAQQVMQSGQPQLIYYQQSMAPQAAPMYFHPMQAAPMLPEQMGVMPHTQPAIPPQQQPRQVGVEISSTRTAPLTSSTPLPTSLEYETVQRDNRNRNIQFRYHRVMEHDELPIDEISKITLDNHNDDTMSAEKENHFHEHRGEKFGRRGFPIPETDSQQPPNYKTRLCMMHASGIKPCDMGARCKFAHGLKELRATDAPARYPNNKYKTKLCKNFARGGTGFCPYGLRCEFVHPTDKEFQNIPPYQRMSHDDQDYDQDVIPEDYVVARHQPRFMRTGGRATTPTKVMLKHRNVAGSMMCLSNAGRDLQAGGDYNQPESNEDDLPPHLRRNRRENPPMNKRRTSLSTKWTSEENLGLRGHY
Fam108B inh: counter-screen for RBBP9 inhibitors: inhibitors of mouse Fam108B; inhibition, % at 9.51 µM; AID 1947; 300,000 compounds, 0.33% hits; recombinant Fam108B, FP-Rh probe fluorescence polarization;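 active = inhibition above the screen mean inhibition plus 3 SD, computed separately per campaign, cut at about 18% in these data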;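 also: inhibitors lower polarization as less probe binds the enzyme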
GLD-1 TGE inh: GLD-1-TGE RNA interaction inhibition (C. elegans) | purified GLD-1 + fluorescein TGE RNA, fluorescence polarization | inhibition, % at 5.96 µM | 320,000 compounds, 0.44% hits | AID 2280;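 active = percent inhibition above a per-plate cutoff, the plate mean of test compounds plus 3 SD, cut at about 30% in these data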;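 also: 0% = DMSO wells with GLD-1 and probe and 100% = wells lacking GLD-1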
Target sequence (Q17339 whole entry, looked up): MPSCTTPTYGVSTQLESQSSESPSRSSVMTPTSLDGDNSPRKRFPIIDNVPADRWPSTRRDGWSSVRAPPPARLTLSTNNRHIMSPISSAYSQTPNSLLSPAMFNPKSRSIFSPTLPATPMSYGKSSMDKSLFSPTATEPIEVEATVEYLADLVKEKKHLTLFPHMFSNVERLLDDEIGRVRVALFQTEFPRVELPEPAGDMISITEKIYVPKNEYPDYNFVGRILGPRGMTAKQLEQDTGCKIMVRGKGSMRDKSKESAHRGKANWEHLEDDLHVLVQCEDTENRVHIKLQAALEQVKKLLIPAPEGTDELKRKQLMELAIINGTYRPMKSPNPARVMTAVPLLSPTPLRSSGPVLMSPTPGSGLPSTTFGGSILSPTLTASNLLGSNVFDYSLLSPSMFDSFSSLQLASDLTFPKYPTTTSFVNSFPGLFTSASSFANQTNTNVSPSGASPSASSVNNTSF
GRK2 inh: blocks RNA aptamer binding to human GRK2. P25098. bead flow cytometry, FAM-aptamer displacement from GRK2. inhibition of aptamer binding, % at 10 µM. 330,000 compounds, 0.59% hits. AID 488847;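 active = inhibition of aptamer binding above 40%, roughly 3 SD of noise, on plates passing a quality check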;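 also: median bead fluorescence of bound FAM aptamer so fluorescent compounds give negative values; no value below 0 was filed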
PME-1 primary: PME-1 (human) inhibition. recombinant PME-1, FP-Rh probe fluorescence polarization. 320,000 compounds, 0.53% hits. inhibition, % at 5.9 µM;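 active = inhibition above the campaign mean of all compounds plus 3 SD, cut at about 26% in these data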;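 also: competitive labeling of PME-1 active site by serine hydrolase directed probe; 0% = PME-1 with DMSO and 100% = wells lacking PME-1 enzyme; inhibitors block probe labeling so polarization falls and inhibition rises; many of its hits are not listed in these tables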
Starred values were filed as active, the others as inactive; . = no result given.

SMILES	VLA-4 inh	BCLXL inh	Efflux pump inh	MCL1 BIM primary	MEX-5 binding	Fam108B inh	GLD-1 TGE inh	GRK2 inh	PME-1 primary
CCOC(=O)CSc1cc(C)nc2ccc(OC)cc12	-5	4	0.4	0	-0.3	7	-2	1	-1
O=C(NCCC1=CCCCC1)c1coc(=O)c(Br)c1	15	6	-0.1	-1	0.2	0	5	0	-3
OC(CC1CC12c1ccccc1-c1ncccc12)(c1ccccc1)c1ccccc1 (stereo not drawn)	-5	7	-0.1	-2	-1.2	-6	4	4	0
CCNc1nc(Cl)nc(N(NC(C)=O)C(C)CC)n1 (stereo not drawn)	-4	3	-0.3	9	-3.7	1	0	0	-1
COc1ccc(-n2c(SC3CCOC3=O)nc3ccccc3c2=O)cc1Cl (stereo not drawn)	6	2	0.3	-2	-2.2	3	5	0	3
O=C(NCc1cccnc1)C1CCN(S(=O)(=O)N2CCC3(CC2)OCCO3)CC1	-6	7	-0.1	-1	-1.8	0	3	4	-4
CC(=O)Nc1ccc2c(c1)nc1n2CCOC1	.	-2	0.0	-4	-1.3	-5	5	2	1
CC1(C)CC(=O)C=C(NNC(=O)c2ccccc2)C1	16	-3	0.0	3	2.3	1	19	1	-2
Cc1nc2ccc(C(=O)NCc3ccc4c(c3)OCO4)cc2s1	-4	6	0.7	-1	-1.6	-4	3	1	2
O=C(NCC(=O)N1CCN(C(=O)c2ccco2)CC1)c1ccc(Br)cc1	6	16	4.4	3	-0.4	-1	0	2	4
Cc1c(O)ccc(C(=O)CN2CCN(Cc3ccc4c(c3)OCO4)CC2)c1O	28	-5	0.0	-1	-0.3	5	12	0	-4
CN1Cc2cccc3c2C(Cc2ccccc2S3)C1 (stereo not drawn)	3	3	0.2	-3	-0.5	3	0	0	2
CC1CCCN(c2ccc(C(=O)OCC(=O)N3c4ccccc4Sc4ccccc43)cc2[N+](=O)[O-])C1 (stereo not drawn)	0	2	0.1	-9	1.0	4	3	9	6
CCC(CC)COC(=O)C1=C(C)NC(=O)NC1c1cc(OC)ccc1OC (stereo not drawn)	-12	3	0.0	4	0.0	-2	-2	.	9
Cc1cccc(C(=O)Nc2ccc(NC(=O)Cc3ccc(Cl)cc3)cc2)c1	5	3	0.5	3	-0.7	-6	-1	0	0

Of the compounds above, 3 contain a Cl atom.
SMILES	VLA-4 inh	BCLXL inh	Efflux pump inh	MCL1 BIM primary	MEX-5 binding	Fam108B inh	GLD-1 TGE inh	GRK2 inh	PME-1 primary
CCNc1nc(Cl)nc(N(NC(C)=O)C(C)CC)n1 (stereo not drawn)	-4	3	-0.3	9	-3.7	1	0	0	-1
COc1ccc(-n2c(SC3CCOC3=O)nc3ccccc3c2=O)cc1Cl (stereo not drawn)	6	2	0.3	-2	-2.2	3	5	0	3
Cc1cccc(C(=O)Nc2ccc(NC(=O)Cc3ccc(Cl)cc3)cc2)c1	5	3	0.5	3	-0.7	-6	-1	0	0

The list goes on:
SMILES	VLA-4 inh	BCLXL inh	Efflux pump inh	MCL1 BIM primary	MEX-5 binding	Fam108B inh	GLD-1 TGE inh	GRK2 inh	PME-1 primary
CCCCCCOc1ccc(-c2ccc(C#N)cn2)cc1	-1	3	-0.1	5	1.7	-4	-1	0	-2
COC(=O)c1c(-c2ccc(OC)c(OC)c2)csc1N	1	1	0.2	20	1.5	-3	-3	5	-4
Cc1c(C)n(CCC#N)c2ccc(Cl)cc12	7	0	0.4	6	0.8	3	5	2	3
CC(C)C(c1nnnn1C1CCCCC1)N1CCCc2ccccc21 (stereo not drawn)	12	5	0.4	4	1.6	3	-10	4	1
CCOC(=O)C1CCN(C(=O)c2sc3ncnc(N4CCC(C)CC4)c3c2C)CC1	-4	4	0.2	-1	1.1	-1	5	2	-1
Cc1cc(=O)n2nc(N3CCC(C(=O)NCC(C)c4ccccc4)CC3)sc2n1 (stereo not drawn)	17	1	0.1	2	-0.8	1	2	0	2
COc1ccc(CC(=O)NNC(=O)c2ccoc2C)cc1OC	15	2	0.0	2	0.3	7	2	3	2
C/C(=N/NS(=O)(=O)c1ccc(CC(C)C)cc1)c1ccncc1	18	1	0.0	-5	0.6	0	-1	1	6
Cn1cnc2ccc([N+](=O)[O-])cc2c1=O	-1	6	-0.2	11	-1.2	0	3	0	-3
Cc1cccc(N(CC(=O)NC(C)(C)C)C(=O)CCC(=O)Nc2nccs2)c1	1	8	0.0	3	-2.1	0	3	2	-4
CCN1C(=O)N(C)C2(c3ccccc3)N(C)C(=O)N(C)C12c1ccccc1 (stereo not drawn)	-7	-5	-0.1	-20	1.1	7	0	5	-2
CCOC(=O)N1CCC(NC(=S)Nc2ccc3nc(N4CCN(CC)CC4)cc(C)c3c2)CC1	4	7	0.0	1	-0.2	1	1	0	1
CN(CC(=O)Nc1cccc2ccccc12)C(=O)c1ccc(F)cc1F	21	2	-0.1	-1	.	.	0	0	0
Cn1ccnc1Sc1nnnn1-c1ccccc1	6	3	0.3	0	2.1	-1	0	0	1
O=C(CN1CCc2cc3c(cc2C1)OCCCO3)Nc1ccc(F)cc1	1	-2	-0.2	3	0.5	1	-4	0	-8
CCCn1c(SCC(=O)NNC(=O)c2ccc(C)cc2)nnc1C(C)C	-1	4	-0.2	1	0.4	2	5	0	-4
Cc1ccc(OCCCC(=O)Nc2ccc(Br)cc2)cc1	-2	8	0.0	-1	-4.5	5	2	0	1
CN(C)c1ccc(C(C(=O)NCC2CCCO2)N(C(=O)c2snc(C(N)=O)c2N)c2ccccc2)cc1 (stereo not drawn)	-7	6	0.0	4	-0.8	7	0	0	0
Cc1ccc(CCNC(=O)CN2CCN(Cc3ccccc3F)C2=O)cc1	35	3	-0.1	-1	1.8	-6	2	0	2
CC(=O)c1ccccc1NC(=O)CCNC(=O)c1ccco1	-9	-2	-0.2	-9	2.6	1	4	3	-3
S=c1[nH]c2ccccc2o1	-16	-23	-0.1	-25	2.9	1	-6	6	3
CC(=O)N1CCN(Cc2nc(C(c3ccccc3)c3ccccc3)no2)CC1	4	10	0.1	-2	2.6	1	-4	0	4
COc1nc(Nc2ccccc2F)nc(OC)n1	8	3	-0.1	-8	3.5	-1	10	1	3
Cc1ccccc1-n1c(SCC(=O)Nc2ccc3c(c2)OCO3)nnc1-c1ccccn1	7	-11	0.2	-14	-0.2	-10	-10	3	2
CC1(C)CC(=O)C2=C(C1)N(c1ccccc1)C(N)=C(C#N)C2c1cccnc1 (stereo not drawn)	17	-1	-0.2	-1	-2.0	2	-1	0	4
CCCOc1c(OC)cccc1C1CC(=O)Nc2cc(OC)c(OC)c(OC)c21 (stereo not drawn)	-5	2	-0.1	-2	3.7	-1	-4	0	-6
O=C(CN1C(=O)NC2(CCCCC2)C1=O)NCc1cccs1	26	6	-0.2	6	1.2	3	6	0	-4
O=C1CCCCCC1C1(O)C(=O)Nc2ccccc21 (stereo not drawn)	4	4	0.1	-2	3.0	1	-3	2	-2
Cc1cccn2c(=O)c3cc(C(=O)NCCc4ccccc4)c(=N)n(Cc4ccco4)c3nc12	-6	9	0.2	7	1.5	-3	4	0	-3
COc1ccccc1OCc1nnc(SCC(=O)NCc2ccco2)n1-c1ccccc1	9	-3	-0.1	-8	-1.7	6	0	0	-3
O=C(O)CCSC1CC(=O)N(c2ccccc2)C1=O (stereo not drawn)	1	2	0.0	-1	2.0	10	-69	2	-6
CCc1ccccc1OCC(=O)Nc1cccc(S(=O)(=O)NCc2ccco2)c1	7	3	0.2	-1	.	.	-1	2	1
Cc1ccc(C2=NN3C(C2)c2ccccc2OC32C(=O)Nc3ccccc32)cc1 (stereo not drawn)	-5	0	0.0	-3	1.3	-11	9	0	-5
Cc1nc(NC(=O)COC(=O)C2CC2C)c(Cl)cc1Cl (stereo not drawn)	-13	.	0.3	.	.	.	7	4	.
CCCCC(=O)NC(N1CCCCC1)C(Cl)(Cl)Cl (stereo not drawn)	-14	8	0.2	6	4.3	7	4	1	5
O=C(Nc1nc(-c2ccc(-c3ccccc3)cc2)cs1)c1cc([N+](=O)[O-])ccc1N1CCOCC1	0	5	0.1	1	-0.5	-3	-3	3	-3
COc1ccccc1-c1nc2n(n1)C(c1ccccc1Cl)C(C(N)=O)=C(C)N2 (stereo not drawn)	1	4	-0.1	-2	-1.9	-3	5	2	0
COc1cccc(C(=O)COC(=O)C2CC(=O)N(c3ccc(Oc4ccccc4OC)cc3)C2)c1 (stereo not drawn)	-2	3	-0.2	9	1.2	-2	2	0	-4
Cc1ccc(C(=O)NCC(=O)Nc2ccc3c(c2)OCCO3)cc1	7	-1	0.1	0	1.5	2	4	0	3
Cc1ccccc1Nc1c(-c2ccncc2)nc2ccc(Cl)cn12	2	-1	0.2	0	0.5	0	-3	2	10
C#CCn1c(S(=O)(=O)Cc2ccc(F)cc2)nc(-c2ccccc2)c1-c1ccccc1	5	-6	0.0	-2	0.2	-1	4	3	0
c1ccc(Cn2ccc(-c3cnc(-c4ccccc4)s3)n2)cc1	30	2	0.2	2	1.9	-4	7	1	-13
CS(=O)(=O)N(CC(=O)Nc1cccc(F)c1)c1cccc([N+](=O)[O-])c1	33	0	0.0	-4	-0.8	-3	2	0	3
COc1cc2[nH]c3c(N4CCN(c5ccccn5)CC4)ncnc3c2cc1OC	-7	-2	-0.1	-15	-0.9	13	8	0	0
CCc1ccc(OCC(=O)NC(NC(=S)Nc2ccc(C)cc2C)C(Cl)(Cl)Cl)cc1 (stereo not drawn)	-4	1	0.1	10	-0.6	-8	2	0	-7
COc1ccc(C(=O)OCC(=O)NC(=O)NC2CCCC2)cc1[N+](=O)[O-]	-9	.	0.1	.	.	.	0	2	.
O=C(CNc1ccccc1C(=O)O)c1ccccc1	4	10	0.2	10	-4.8	0	-7	5	-1
COc1ccccc1CNC(=O)CN(CCc1ccccc1)S(C)(=O)=O	3	5	0.2	0	2.1	2	-2	0	-2
CC(C)N(C(=O)COc1ccc(Br)cc1Cl)C(C)C	-7	1	0.0	-1	-0.7	4	10	1	-4
CN1CCN(S(=O)(=O)c2ccc(N(C)Cc3c(F)cccc3Cl)nc2)CC1	16	.	0.1	.	.	.	5	0	.
COc1ccc(-n2ncc3c2CC(C)(C)CC3NC(=O)CCc2c(C)nn(C)c2C)cc1 (stereo not drawn)	4	6	-0.2	1	-0.4	1	6	2	-3
CCCCOC(=O)C1=C(C)Nc2ncnn2C1c1ccc(OC)c(OC)c1OC (stereo not drawn)	2	3	0.0	7	-1.4	3	-3	0	-2
CC(=O)c1ccc(N2C(=O)[C@@H]3[C@H](C2=O)[C@H]2c4ccccc4C=NN2[C@@H]3C(C)=O)cc1	-14	19	0.0	19	2.0	8	2	0	-3
CCOC(=O)CCSCC(=O)N1N=C(c2cccs2)CC1c1ccc(C)cc1 (stereo not drawn)	-19	4	0.3	5	3.1	1	5	1	14
C#CCOCCOCCOCCNc1nc(N2CCN(C(=O)[C@H]([C@@H](C)CC)n3cc([C@@H](N)Cc4ccc(O)cc4)nn3)CC2)nc(N2CCN(C(=O)[C@H](CCCCN)n3cc([C@@H](N)C(C)CC)nn3)CC2)n1 (stereo partly drawn)	19	-4	0.2	4	1.8	-2	0	0	7
CC(C)Oc1ccc(C(CC(=O)NCCCN(C)C)c2ccc(F)cc2)cc1 (stereo not drawn)	0	1	0.1	-3	-2.0	2	-3	0	1
COc1ccc(/C=C2\Sc3ccc(C(=O)NCCN4CCCCCC4)cc3N(C)C2=O)cc1	6	1	-0.4	-5	3.9	0	1	0	-3

Some of the compounds tested, so the mix of outcomes need not match the whole.
